# AHR act – AHR activators, primary screen, cell-based, luminescence, luciferase reporter, human; 320,000 tested, 2.5% active; activation, % at 5 µM; AHR-responsive luciferase reporter cells; AID 2796, 2010; in the data active = activation above about 47%;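 also: 0% = vehicle wells and 100% = reference agonist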
# Target sequence (P35869 whole entry, looked up): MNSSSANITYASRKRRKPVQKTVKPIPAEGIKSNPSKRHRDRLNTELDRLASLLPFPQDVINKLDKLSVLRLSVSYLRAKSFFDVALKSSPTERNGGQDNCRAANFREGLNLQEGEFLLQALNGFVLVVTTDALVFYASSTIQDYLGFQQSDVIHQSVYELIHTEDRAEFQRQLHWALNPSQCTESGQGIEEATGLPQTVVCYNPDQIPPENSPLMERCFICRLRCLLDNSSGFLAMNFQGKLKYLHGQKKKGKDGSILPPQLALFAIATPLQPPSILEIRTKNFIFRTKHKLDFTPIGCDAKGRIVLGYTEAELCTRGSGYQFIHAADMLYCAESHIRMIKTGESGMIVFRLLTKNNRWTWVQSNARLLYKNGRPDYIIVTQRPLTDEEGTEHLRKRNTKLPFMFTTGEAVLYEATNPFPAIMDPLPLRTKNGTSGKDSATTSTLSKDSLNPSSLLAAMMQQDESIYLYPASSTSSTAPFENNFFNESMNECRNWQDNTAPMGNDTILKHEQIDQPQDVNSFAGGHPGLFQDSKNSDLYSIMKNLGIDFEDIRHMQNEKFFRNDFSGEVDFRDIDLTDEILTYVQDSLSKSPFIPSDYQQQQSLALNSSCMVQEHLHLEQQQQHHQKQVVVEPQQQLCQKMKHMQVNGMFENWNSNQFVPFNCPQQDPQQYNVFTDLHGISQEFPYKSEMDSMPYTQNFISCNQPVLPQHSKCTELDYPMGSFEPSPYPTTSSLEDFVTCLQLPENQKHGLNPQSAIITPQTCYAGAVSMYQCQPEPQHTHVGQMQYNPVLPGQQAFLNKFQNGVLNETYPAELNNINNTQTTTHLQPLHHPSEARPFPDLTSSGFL
# RPL19A-GFP yeast – RPL19A-GFP expression modulators in yeast, primary screen, cell-based, S. cerevisiae, multiplex flow cytometry, MLPCN | AID 2025, 2009 | S. cerevisiae RPL19A-GFP strain, 3 h; hits give low values | 330,000 tested, 0.3% active | percent response vs DMSO, % at 10 µM;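 active = percent response vs DMSO below 50%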;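 also: median channel GFP fluorescence of the barcoded RPL19A-GFP strain; ratio of sample median GFP to plate DMSO average so 100% = DMSO; lower means less RPL19A-GFP as with rapamycin TOR inhibition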
# EBNA-1 inhibitor – EBNA-1 DNA-binding inhibitors, primary screen, biochemical, fluorescence polarization; inhibition, % at 14.8 µM; 300,000 tested, 0.34% active; in the data active = inhibition above about 28%
# procasp3 activ – activators of human procaspase-3 D3A mutant, primary screen, biochemical, absorbance, PC-3 D3A mutant, single concentration; Caspase-3 (Homo sapiens), P42574; recombinant procaspase-3 D3A, Ac-DEVD-pNA absorbance 405 nm; activation, % at 8.5 µM; 330,000 tested, 0.11% active; AID 463141, 2010;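 active = activation above the mean of all tested compounds plus 3 SD, cut at about 21% in these data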;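 also: 0% = DMSO alone and 100% = DMSO wells spiked with extra 5 µM PC-3 D3A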
#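 Compound: 8.5 µM single point, 0.8% DMSO / Material: Autoprocessing-dead procaspase-3 D3A mutant enzyme / Timing: 1 h preincubation plus 2 h reaction at 25 °C / Medium: Zinc-free HEPES/NaCl buffer with 0.01% Triton X-100 at pH 7.4 / Technique: 405 nm absorbance of p-nitroaniline, reads at 0 and 120 min / Repeats: one well per compound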
# LAP4 TOR yeast – modulators of LAP4-GFP expression in yeast, primary screen, S. cerevisiae, multiplex flow cytometry, MLPCN library | GFP response vs DMSO, % at 10 µM | 3 h; median GFP as percent of DMSO wells | 320,000 tested, 0.34% active;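 active = GFP response vs DMSO above a set limit, about the screen mean plus 3 SD, cut at about 150% in these data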
# ZTA counter – blocks Epstein-Barr virus ZTA, an EBNA-1 counter-screen. inhibition, % at 11 µM. ZTA-DNA binding, fluorescence polarization. P03206. 320,000 tested, 0.15% active; in the data active = inhibition above about 33%
# MEP2 TOR yeast – modulators of MEP2-GFP levels in yeast, primary screen, S. cerevisiae, multiplex flow cytometry, MLPCN library | AID 2016, 2009 | S. cerevisiae MEP2-GFP strain, 3 h; 100% = DMSO control level | 330,000 tested, 0.51% active | GFP response vs DMSO, % at 10 µM;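 active = GFP response versus DMSO above a set limit, roughly screen mean plus 3 SD, cut at about 180% in these data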;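 also: median GFP fluorescence of the barcode-gated MEP2-GFP cells per well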
# procasp7 counter – procaspase-7 activators, primary screen, counter-screen for procaspase-3 activator project, biochemical, absorbance, HTS, human | Caspase-7 (Homo sapiens), P55210 | recombinant procaspase-7, Ac-DEVD-pNA absorbance 405 nm; D23A/D198A/D206A triple mutant, cannot self-cleave; scale: DMSO 0, 5 µM enzyme 100 | activation, % at 8.5 µM | 330,000 tested, 0.093% active;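 active = percent activation above the screen-wide mean plus 3 SD, cut at about 25% in these data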
#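 System: Uncleavable procaspase-7 mutant enzyme; Amount: 2 µM procaspase-7 mutant as dispensed; Schedule: 1 h compound preincubation, 2 h substrate cleavage, 25 °C; Measured by: 405 nm absorbance of p-nitroaniline; Evaluation: percent activation from buffer-corrected 0–120 min absorbance change; Control set: low DMSO alone, high DMSO plus 5 µM PC-7.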
# The depositor's hits bear a star; x = not tested or not shown. Random draw from the library, and some 3.8% of all compounds hit somewhere here.
# Preview, five compounds:
SMILES,AHR act,RPL19A-GFP yeast,EBNA-1 inhibitor,procasp3 activ,LAP4 TOR yeast,ZTA counter,MEP2 TOR yeast,procasp7 counter
C=CCOc1ccc(C2C(C(=O)c3ccc(C)o3)=C(O)C(=O)N2Cc2cccnc2)cc1 (stereo not given),3,107,-14,-25,102,-7,107,-71
Cc1ccccc1C(=O)NCC(=O)NC1CC1,1,95,x,3,100,x,106,12
O=C1CCC(C(=O)N2CCCCO2)CN1Cc1ccc(Cl)cc1 (stereo not given),0,106,2,0,97,0,101,-8
Cc1ccc(C(=O)NCCC(=O)N2CCC3(CC2)NCCc2[nH]cnc23)cc1C,-1,95,-5,-2,97,11,102,2
CCN1CCN(C(=O)CN(c2ccccc2C)S(C)(=O)=O)CC1,0,98,7,-4,98,6,98,-2

# The whole of this part, from the start:
SMILES,AHR act,RPL19A-GFP yeast,EBNA-1 inhibitor,procasp3 activ,LAP4 TOR yeast,ZTA counter,MEP2 TOR yeast,procasp7 counter
C=CCOc1ccc(C2C(C(=O)c3ccc(C)o3)=C(O)C(=O)N2Cc2cccnc2)cc1 (stereo not given),3,107,-14,-25,102,-7,107,-71
Cc1ccccc1C(=O)NCC(=O)NC1CC1,1,95,x,3,100,x,106,12
O=C1CCC(C(=O)N2CCCCO2)CN1Cc1ccc(Cl)cc1 (stereo not given),0,106,2,0,97,0,101,-8
Cc1ccc(C(=O)NCCC(=O)N2CCC3(CC2)NCCc2[nH]cnc23)cc1C,-1,95,-5,-2,97,11,102,2
CCN1CCN(C(=O)CN(c2ccccc2C)S(C)(=O)=O)CC1,0,98,7,-4,98,6,98,-2
COc1cc(OC)c(C(=O)OCC(=O)NC2CCCC2)cc1OC,1,107,0,7,98,-1,111,6
COc1ccc(CN(C(=O)c2cc3ccccc3oc2=O)C2CCCCC2)cc1OC,-1,100,0,4,101,4,102,12
Cc1cc(=O)oc2cc(OC(C(=O)O)c3ccccc3)ccc12 (stereo not given),0,107,-1,-6,102,2,122,7
CC1CCC(NC(=O)CCNS(=O)(=O)c2ccccc2)CC1 (stereo not given),1,86,-7,10,86,-1,99,-5
COc1ccc(N2CCN(C(=O)c3cc(C4CC4)nn3-c3ccccc3)CC2)cc1,5,101,x,-5,108,-4,98,-2
CCCCC(=O)Nc1nnc(SCC(=O)NC2CCCC2)s1,0,98,9,0,91,15,105,8
Cc1ccc(/C=C/C(=O)NCc2ccco2)o1,2,106,9,-7,86,-9,105,-2
COc1ccc(/C=N/NC(=O)C2CC2)c(OC)c1OC,20,119,-8,7,79,-7,120,5
Cc1ccc(SCCC(=O)Nc2c(C)n(C)n(-c3ccccc3)c2=O)cc1,0,100,1,5,101,1,104,-1
CC(=O)NC(=O)c1cnn(-c2ccccc2)c1N,-4,98,-2,-7,112,0,102,4
O=C(COC(=O)Cc1c(F)cccc1Cl)NC1CCS(=O)(=O)C1 (stereo not given),0,94,-13,12,94,5,87,11
Cc1ccc(S(=O)(=O)N2CCCC2)cc1C(=O)NCCN1CCOCC1,1,102,-1,3,105,-9,101,9
CC(C(=O)NCc1ccccc1)N(Cc1ccccc1Cl)C(=O)c1snc(C(N)=O)c1N (stereo not given),0,100,-6,5,103,1,105,-8
O=C(Oc1ccc(-c2ccccc2)cc1)C1C2CCCCC21 (stereo not given),4,98,-3,1,94,-16,100,5
O=C1OC(N2CCN(C(=O)C3CCCO3)CC2)c2ccccc21 (stereo not given),5,102,-1,-11,100,8,98,-7
O=C(NCCS(=O)(=O)N1CCN(c2ccccc2F)CC1)c1ccc(Br)o1,1,97,1,6,94,0,98,11
O=C1C(C2=NC(c3ccccn3)C3C(=O)N(c4ccc(Cl)cc4Cl)C(=O)C23)=C(O)c2ccccc21 (stereo not given),5,96,-9,1,99,-2,97,6
Clc1ccc(CSc2nnc(-c3ccncc3)s2)cc1,-3,103,-7,-1,107,-10,96,3
CCCn1c(=O)c(-c2ccccc2)c(O)c2ccccc21,0,96,-1,5,110,6,99,0
COc1ccc(C(C(=O)NC2CCCC2)N(Cc2ccccc2)C(=O)c2nsc(Cl)c2Cl)cc1 (stereo not given),-2,96,-3,6,98,-2,93,8
Cc1ccc(S(=O)(=O)/N=C(/NC(=S)Nc2cccc(C)c2)c2ccccc2)cc1,25,95,-3,0,89,-28,89,-5
Cc1c(NS(=O)(=O)c2ccc(F)cc2)c(=O)n(-c2ccccc2)n1C,2,102,-6,3,82,-1,107,0
CNC(=O)COC(=O)[C@@H](Nc1ccc(S(=O)(=O)N2CCOCC2)cc1[N+](=O)[O-])C(C)C,0,105,1,3,94,8,102,-8
CN(C(=O)NC1CCCCC1)c1ccccc1,-1,93,2,4,98,-3,99,2
Nc1nnnn1/N=C/c1ccccc1OCc1ccc(Cl)cc1,5,100,7,6,102,5,97,10
Cc1ccc(C)c(S(=O)(=O)N/N=C/c2cccnc2)c1,4,100,-8,0,94,5,105,2
Cc1ccc(NC(=O)CN(C)S(=O)(=O)c2ccc(Br)s2)cc1F,1,101,-4,-2,111,-5,97,8
COc1ccc(/C=C/C(=O)Nc2c(C(=O)O)[nH]c3ccccc23)cc1OC,11,103,-6,-7,91,6,113,-13
Nc1c(C(=O)Nc2ccccc2)sc2nc3c(c(-c4ccco4)c12)CCCC3,-2,100,4,-15,87,-4,97,-10
COc1ccc(CC(=O)NCC2CCCN(Cc3cc(OC)cc(OC)c3)C2)cc1 (stereo not given),1,105,-3,5,94,-4,109,5
Cc1ccc(-c2[nH]ncc2/C=N/n2c(COc3ccccc3)nc3ccccc3c2=O)cc1,19,103,19,7,103,13,105,2
O=C(COC(=O)/C=C/c1cccc(Cl)c1)NC1CC1,1,104,x,-3,91,-1,101,1
Cc1cc(NC(=O)COC(=O)C2CCN(S(=O)(=O)c3ccc(Cl)cc3)CC2)no1,1,96,10,5,90,-16,100,6
C=CCn1c(C)nnc1SCC(=O)c1[nH]c(C)c(C(C)=O)c1C,41,101,-5,-5,93,-6,95,0
COc1ccc(N2CC(NS(=O)(=O)c3cccs3)CC2=O)cc1 (stereo not given),-2,97,1,1,100,2,96,11

# Just EBNA-1 inhibitor, for some of the entries so far:
Compound,EBNA-1 inhibitor
Clc1ccc(CSc2nnc(-c3ccncc3)s2)cc1,-7
CCCn1c(=O)c(-c2ccccc2)c(O)c2ccccc21,-1

# (continued)
SMILES,AHR act,RPL19A-GFP yeast,EBNA-1 inhibitor,procasp3 activ,LAP4 TOR yeast,ZTA counter,MEP2 TOR yeast,procasp7 counter
CCn1c2ccc(Cl)cc2c2nc3ccccc3nc21,53*,96,4,-1,91,-6,91,7
COc1ccc(/C=C2/C(=O)ON=C2C)cc1Br,3,95,-16,-4,120,-10,82,-17
CCOc1ccccc1NC(=O)Nc1ccc(CC#N)cc1,22,101,1,-5,109,-2,94,4
Cn1c(=O)oc2cc(S(=O)(=O)N3CCCC(C(=O)NCc4ccc5c(c4)OCO5)C3)ccc21 (stereo not given),3,103,2,3,96,-4,96,12
CC(=O)Nc1ccc(Nc2cc(C)nc3c(-c4ccccc4)c(C)nn23)cc1,4,103,6,0,82,-7,102,-7
C=CC[C@]12CC=CC(=O)[C@@]1(O)O[C@H](c1ccc(OC)c(OC)c1)[C@H]2C,0,101,-11,0,104,19,100,0
CCC(C)(C)NC(=O)C(c1ccccc1Cl)N(C(=O)CCC(=O)Nc1cc(C)on1)c1ccc(NC(C)=O)cc1 (stereo not given),4,100,-2,3,90,1,101,6
CC(C)Oc1cc(O)c2c(=O)c(-c3ccc(O)cc3)coc2c1,8,97,3,-2,108,2,98,7
NC(=O)C1CCN(c2oc(-c3ccccc3)nc2S(=O)(=O)c2ccc(Br)cc2)CC1,3,101,-7,-1,102,1,108,-14
Cc1ccc(NC(=O)C2COc3ccccc3O2)cc1 (stereo not given),7,102,-20,-2,106,-13,100,4
COc1ccc(N(C(=O)c2ccco2)S(=O)(=O)c2ccccc2)cc1,-3,x,-1,5,103,-1,103,2
CCCn1c(SCC(=O)NCCc2ccccc2)nnc1-c1cccnc1,14,100,-6,2,98,-1,100,-6
N#Cc1ccc(C(=O)Nc2nnc(-c3cccs3)o2)cc1,5,100,-8,8,97,-9,102,6
COCCOC(=O)c1c(C)oc2ccc(OC(=O)COc3c(F)c(F)c(F)c(F)c3F)cc12,5,103,-11,7,96,-10,90,-5
COc1cccc2cc(-c3cc(=O)oc4cc(C)c(OCC(C)=O)cc34)oc12,19,96,-5,2,92,12,111,-4
COc1cc(C)ccc1OCC(=O)OCC(=O)c1[nH]c(C)c(C(C)=O)c1C,-3,92,x,-1,90,x,88,8
O=C(COC(=O)C1C2CC3OC(=O)C1C3C2)Nc1ccccc1 (stereo not given),1,95,7,1,100,-5,108,4
COC(=O)C1=C(C(=O)OC)[C@@H]2Nc3ccccc3[C@@]23C[C@@H](C(=O)OC)N=C3N1,0,94,0,-1,114,2,88,-13
Cc1cc(NC(=O)CSc2nccn2-c2cccc(F)c2)no1,-1,101,x,0,90,x,105,6
CCSCc1nnc(SCC(=O)Nc2cc(F)ccc2C)n1C,1,92,5,-2,98,9,99,17
Cc1cccc(NC(=O)Cc2ccc(-c3ccccc3)cc2)n1,4,101,2,3,100,-3,96,-9
